High-throughput results from PubChem BioAssay.
T cell modulator = T cell immune modulation candidate | 2C CD8+ T cell-vesicle binding, flow cytometry; hits give low values | AID 2052 | 330,000 compounds, 0.068% hits | calls only at 7 µM;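 active = response, share of CD8 T cells binding vesicles, and their 90th percentile fluorescence all below set limits, cut at about 80% in these data, passing the limit was not always enough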
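Assay system – 2C mouse CD8+ T cells · Also added – QL9-loaded Drosophila micro-vesicles · Timing – Cell–vesicle co-incubation 1.5 h at 37 °C, staining 20 min on ice · Signal – flow cytometry of vesicle-bound cells · Measure – percent CD8+ FL2 mean versus row control · Controls – Peptide-free naked vesicles (low) and QL9 vesicles with 0.7% DMSO vehicle (high)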
Insulin prom up = MIN6 insulin promoter up-regulation | MIN6 insulin promoter-GFP reporter, high-content imaging; hits give high values | z-score at 5 µM | 190,000 compounds, 0.3% hits;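 active = z-score above 3 at 5 µM with at least 500 cells counted in the well; inconclusive = wells under 500 cells, flagged as cytotoxic or low count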
Autophagy HCS = modulators of autophagy. MEF GFP-LC3 puncta imaging; test concentration mostly 10 µM. calls only at 10 µM (by protocol). 190,000 compounds, 0.98% hits. AID 463193;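 active = percentage of spot-positive cells more than 3 SD above its plate mean, without a fluorescence outlier flag or 80% toxicity; inconclusive = no clear call, values can overlap the other calls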;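 note: spot-positive cell cutoff set from DMSO-treated cells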
Myeloid diff MLP = myeloid differentiation induction; AID 624256; 360,000 compounds, 1% hits; calls only at 10 µM; ER-HoxA9 myeloid progenitors, lysozyme-GFP differentiation, flow cytometry;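 active = normalized GFP-positive differentiation at or above the plate's own cutoff, the solvent-only control mean plus 3 SD; inconclusive = no clear call, values can overlap the other calls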;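 note: cells exposed to compound for four days before flow analysis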
West Nile virus CPE = inhibition of WNV-induced cytopathic effect – cell-based, CPE readout (AID 1621) | West Nile virus-infected cells, CPE inhibition; higher % means a stronger effect | 290,000 compounds, 0.02% hits | CPE inhibition, % at 10 µM; hits with a dose series show IC50 in µM; in the data active = a potency from the dose series; inconclusive = CPE inhibition mostly from about 3.7% at the one dose, without a potency; inactive = the rest, 99 in 100 with CPE inhibition below about 2.2%; note: strong numbers were not always called active
Lipid droplet = modulators of hepatic lipid droplet formation. AML12 mouse hepatocytes, oleate lipid droplets, BODIPY imaging. inhibition, % at 6.5 µM. 240,000 compounds, 0.4% hits. AID 1656;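 active = lipid droplet intensity inhibited by at least 50%, with more than 500 cells counted; inconclusive = wells with under 300 cells, treated as cytotoxic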
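Material – mouse AML12 hepatocyte cell line, fixed after treatment · Compound dosing – one dose, 6.5 µM compound · Times – compound with oleate, overnight · Measured by – Image-based BODIPY and DAPI two-channel analysis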
WT yeast gro inh = growth inhibition of WT yeast, mitochondrial fusion screen | mitochondrial fusion phenotypic screen, WT strain | inhibition, % at 10 µM | 190,000 compounds, 2.1% hits | AID 1362; in the data active = inhibition above about 58%; tested in S. cerevisiae
b-catenin transl = alters nuclear translocation of beta-catenin in HeLa cells. AID 1665. 190,000 compounds, 0.3% hits. immunofluorescence imaging. nuclear translocation activity, % at 5 µM;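 active = nuclear translocation activity above 50% at 5 µM, with a well cell count of 50 or more; inconclusive = wells under 50 cells across six images, flagged as toxic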;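 note: per-cell ratio of nuclear to cytoplasmic median beta-catenin stain intensity; plate controls were DMSO negative control for no effect and GSK-3 inhibitor IX positive control for full effect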
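test system = HeLa cells, endogenous beta-catenin | dosing = single 5 µM dose plus 0.02–20 µM confirmation series | times = compound treatment 24 h, 37°C, 5% CO2 | technique = beta-catenin immunofluorescence imaging with DAPI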
MT stabilize HCS = stabilizes microtubules in HeLa cells; HeLa tubulin immunostaining HCS, 24 h; share of cells brighter than vehicle mean+2SD; % tubulin-high responders, % at 10 µM; 200,000 compounds, 0.83% hits;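 active = plate Z-score above 3 for both tubulin-high and condensed-nucleus cell shares, with cell loss under 80%, at 10 µM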;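 note: anti alpha tubulin signal scored within the nucleus-defined area of each cell; some results filed as inactive read as strong as hits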
WT yeast gro inh mutant strain = second read-out of WT yeast gro inh, no call of its own (marks repeat the call); inhibition, %; mitochondrial fusion phenotypic screen, mutant strain inhibition
Insulin prom up cell count = recorded beside Insulin prom up, whose call it bears; cell count; measured here: cytotoxicity, nuclei count;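 total cells summed across four imaged fields per well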
Lipid droplet cells 6.5 µM = further read-out of Lipid droplet, marked with its call; cell count; measured here: cell count, cytotoxicity flag;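 cells counted across two imaged fields per well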
b-catenin transl cell count 5 µM = also measured in b-catenin transl; calls as there; cell count; measured here: cell count, cytotoxicity flag
T cell modulator vesicle-bound % = further read-out of T cell modulator, marked with its call; double positive events, %; measured here: CD8+ vesicle-bound cell fraction;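 binding gate set so that unloaded-vesicle control wells show 10% double positive cells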
MT stabilize HCS Hoechst-high % = further read-out of MT stabilize HCS, marked with its call; % Hoechst-high responders; measured here: nuclear condensation Hoechst responders;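 share of cells brighter than vehicle mean plus two SD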
MT stabilize HCS cytotoxicity % = recorded beside MT stabilize HCS, whose call it bears; toxicity, %; measured here: cytotoxicity by cell density;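 0% = mean cell density of plate MIN control wells and 100% = no cells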
Autophagy HCS cell loss 18 h = recorded beside Autophagy HCS, whose call it bears; toxicity, %; measured here: cell loss, nuclei count;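 cell loss after 18 h compound exposure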
Myeloid diff MLP GFP+ MAC1+ % = recorded beside Myeloid diff MLP, whose call it bears; GFP+ MAC1+ double positive, %; measured here: differentiation confirmed by MAC1 staining
Numbers without * were called inactive; i = inactive; ? = inconclusive; . = no result given; + = active, no number.

nr | SMILES | T cell modulator | T cell modulator vesicle-bound % | Insulin prom up | Insulin prom up cell count | Autophagy HCS | Autophagy HCS cell loss 18 h | Myeloid diff MLP | Myeloid diff MLP GFP+ MAC1+ % | West Nile virus CPE | Lipid droplet | Lipid droplet cells 6.5 µM | WT yeast gro inh | WT yeast gro inh mutant strain | b-catenin transl | b-catenin transl cell count 5 µM | MT stabilize HCS | MT stabilize HCS Hoechst-high % | MT stabilize HCS cytotoxicity %
1 | CCOC(=O)c1c(NC(=O)CN2CCN(C)CC2)sc(C(=O)Nc2ccccc2)c1C | i | 56.6 | -0.89 | 1440 | i | 23.7 | i | 0.2 | ? | 32.7 | 603 | 5.6 | 6.3 | -1.1 | 939 | 35.7* | 20.7* | 27.8*
2 | CCOC(=O)CSc1nnc(-c2ccc(S(=O)(=O)N3CCC(C)CC3)cc2)o1 | i | 39.0 | 0.2 | 1359 | i | -4.0 | i | 1.7 | -0.4% | . | . | -0.3 | -7.7 | -5.0 | 991 | 1.9 | 1.9 | 6.1
3 | Cc1ccc(NC(=O)C(Cc2ccccc2)N2C(=O)C3C4CCC(C4)C3C2=O)cc1Cl (stereo not drawn) | i | 29.7 | 0.01 | 981 | i | 13.3 | i | 0.0 | -0.7% | . | . | -5.7 | -0.8 | 0.9 | 1382 | 3.0 | 1.9 | 0.1
4 | O=C(CSc1nc2ncc(Cl)cc2[nH]1)NCC(=O)Nc1ccc(F)c(F)c1F | i | 19.6 | 0.24 | 1336 | . | . | i | 0.6 | -0.2% | -0.1 | 701 | . | . | 1.0 | 1151 | . | . | .
5 | CCOc1ccc(NC(=O)CN(C)S(=O)(=O)c2ccc3c(c2)CCC(=O)N3)cc1 | i | 9.1 | 0.26 | 959 | . | . | i | 0.5 | 0.1% | 5.8 | 648 | . | . | 1.0 | 1331 | . | . | .
6 | CC(=O)N1CCN(C(=O)Nc2cccc(C(F)(F)F)c2)CC1 | i | 61.5 | . | . | i | -4.6 | i | 0.3 | 0.1% | . | . | 11.7 | 4.0 | -1.7 | 988 | 1.7 | 1.8 | 0.7
7 | C(=N\c1ncnc2sccc12)/NOCc1ccccc1 | i | 22.9 | -0.81 | 1637 | i | -3.4 | i | 0.4 | -0.3% | 4.2 | 613 | 79.5 | 79.9 | 0.3 | 1068 | 0.7 | 2.0 | 13.8
8 | O=C1CC(=O)CC(c2ccccc2)C1 | i | 45.1 | 0.12 | 1260 | i | -18.9 | i | 0.4 | 0.3% | 4.9 | 722 | -5.0 | 0.6 | 0.7 | 1086 | 5.1 | 1.8 | 6.5
9 | Cc1ccc(NC(=O)Nc2ccc(F)cc2)nc1 | i | 42.3 | 0.58 | 1354 | i | 1.9 | i | 0.9 | -0.1% | 4.8 | 710 | -8.0 | -3.4 | . | . | 3.6 | 2.8 | 8.5
10 | Cc1ccnc(NCn2nnc3ccccc32)c1 | i | 22.6 | . | . | i | -22.1 | i | 2.1 | 0.1% | . | . | -11.6 | -8.9 | . | . | 4.2 | 1.9 | 5.8
11 | COc1ccccc1NC(=O)C1CCCN1S(=O)(=O)c1ccc(Cl)cc1 (stereo not drawn) | i | 14.7 | . | . | . | . | i | 2.6 | -0.8% | -22.1 | 822 | . | . | . | . | . | . | .
12 | CCC(Cc1ccccc1)NC(=O)/C=C/c1ccco1 (stereo not drawn) | i | 54.8 | . | . | . | . | i | 0.3 | -1.3% | 7.9 | 817 | . | . | . | . | . | . | .
13 | Cn1nc(C(=O)N2CCN(C(c3ccccc3)c3ccccc3)CC2)c2ccccc2c1=O | i | 31.6 | 0.33 | 1329 | . | . | i | 0.6 | -1.4% | -7.3 | 696 | . | . | -2.5 | 1105 | . | . | .
14 | Cc1ccc(Oc2c(F)c(F)nc(N3CCCC3)c2F)cc1 | i | 19.2 | 0.97 | 1378 | i | -1.0 | i | 0.6 | 0.2% | 0.8 | 617 | 34.5 | -5.9 | -0.6 | 1128 | 2.4 | 1.7 | 0.7
15 | Cc1ccccc1N1C(N)=NC(N)=NC1(C)C | i | 10.8 | 0.63 | 1333 | i | -6.8 | + | 3.8* | -0.2% | 1.5 | 797 | -5.5 | -2.3 | 2.5 | 810 | 3.7 | 2.5 | 5.0
16 | CC(C)OC(=O)Cn1nc(C(c2ccccc2)c2ccccc2)oc1=O | i | 51.3 | . | . | . | . | i | 0.1 | -0.2% | -15.9 | 772 | . | . | . | . | . | . | .
17 | Cc1nn(C)cc1CNC(=O)c1cc2n(n1)C(C(F)(F)F)CC(c1cccs1)N2 (stereo not drawn) | i | 42.5 | -3.69 | 1012 | i | -0.6 | i | 5.3 | -0.5% | 0.5 | 778 | 3.4 | 4.6 | 3.1 | 1157 | 5.2 | 2.3 | 6.7
18 | CS(=O)(=O)N1CCN(c2ccc([N+](=O)[O-])c(NCc3ccc(Cl)cc3)c2)CC1 | i | 46.9 | -0.84 | 1391 | i | 12.2 | i | 0.3 | -0.6% | 2.9 | 688 | -25.2 | -1.8 | -1.9 | 817 | 2.1 | 1.6 | 3.7
19 | CCOC(=O)c1c(C)[nH]c(C(=O)COC(=O)CNC(=O)c2ccccc2Cl)c1C | i | 41.1 | -0.29 | 1476 | i | 0.6 | i | 1.0 | -0.4% | -3.3 | 663 | -29.6 | -11.6 | 5.3 | 719 | 6.3 | 5.0 | 10.6
20 | CC(C)COC(=O)c1ccc(NC(=O)C2C3CCC(C3)C2C(=O)O)cc1 (stereo not drawn) | i | 30.8 | -1.18 | 1417 | i | 0.9 | i | 1.1 | 0.3% | . | . | -6.9 | -22.2 | 2.4 | 1370 | 2.7 | 1.5 | 9.9
21 | Cc1ccnc(NS(=O)(=O)c2ccc(NC(=O)c3ccc(S(=O)(=O)N(C)C)cc3)cc2)n1 | i | 64.1 | -0.06 | 1355 | i | 11.5 | i | 0.1 | 0.6% | 7.3 | 673 | 7.9 | 6.6 | 0.4 | 1097 | 2.4 | 1.4 | 7.5
22 | CC1CCCC(C)N1/N=C/c1cc(Br)c(O)c(Br)c1 (stereo not drawn) | i | 43.1 | 0.38 | 1365 | i | 12.7 | . | . | 0.3% | -0.2 | 691 | -8.4 | 4.8 | 3.8 | 451 | 2.1 | 2.3 | 9.3
23 | CC(=O)N(C)c1ccc(NC(=S)Nc2ccccc2)cc1 | i | 53.7 | -0.3 | 1811 | i | -28.3 | i | 1.2 | 0.2% | -5.5 | 671 | 1.8 | -29.9 | 0.0 | 1024 | 3.3 | 1.9 | 4.6
24 | Cc1ccccc1NC(=O)CNc1ccccc1N1CCCCC1 | i | 9.2 | . | . | i | 12.6 | i | 1.2 | -0.1% | . | . | 67.2* | 13.6* | . | . | 1.5 | 1.6 | 5.9
25 | O=c1sc2ccccc2n1CCCOc1ccccc1 | i | 57.5 | -0.53 | 1367 | i | 0.6 | i | 0.6 | -1.0% | . | . | 16.2 | 3.4 | -1.5 | 1387 | 4.2 | 1.1 | 2.2
26 | C(=N\Nc1nc2ccccc2s1)/c1ccc2c(c1)OCO2 | i | 38.1 | 1.1 | 1545 | i | 1.2 | i | 0.3 | 0.1% | 23.3 | 739 | 16.6 | 10.4 | -1.3 | 1129 | 2.9 | 2.5 | 5.0
27 | COc1cc(CN2CCCC(C(=O)c3ccc(C(C)(C)C)cc3)C2)cc(OC)c1O (stereo not drawn) | i | 61.1 | . | . | . | . | i | 0.3 | -1.3% | -2.6 | 784 | . | . | . | . | . | . | .
28 | Cc1cc(=O)[nH]c(N2CCOCC2)n1 | i | 54.2 | 0.56 | 1373 | i | 25.9 | i | 0.6 | 0.2% | 1.6 | 733 | 6.9 | 4.1 | 0.2 | 1491 | 4.0 | 1.2 | 8.6
29 | S=C(N/N=C/c1ccc(Cl)c(Cl)c1)Nc1ccccc1Cl | i | 39.5 | -0.09 | 1542 | i | 5.1 | i | 0.2 | -0.7% | 17.0 | 716 | -2.3 | 23.2 | -2.8 | 1053 | 5.2 | 2.2 | 3.2
30 | CCN(CC(=O)NCCCN1CCOCC1)S(=O)(=O)c1cc(Cl)ccc1Cl | i | 12.0 | . | . | . | . | i | 2.0 | -0.4% | -4.5 | 759 | . | . | . | . | . | . | .
31 | Cc1cc(F)c(F)c(C(=O)N2CCOCC2)c1 | i | 21.4 | . | . | i | 27.5 | i | 1.7 | 0.3% | 21.3 | 765 | -3.1 | 7.9 | -0.7 | 982 | 3.8 | 2.3 | 2.4
32 | COc1cccc(CNC(=O)CCC2CCCN(C3CCOCC3)C2)c1 (stereo not drawn) | i | 37.8 | 0.19 | 1395 | i | 4.8 | i | 0.4 | 0.2% | -2.3 | 712 | -5.7 | -22.4 | -0.9 | 1020 | 1.3 | 1.4 | 4.1
33 | COC(=O)c1cc(=O)n(Cc2ccco2)c(=Nc2ccc(F)c(Cl)c2)s1 | i | 38.3 | -0.19 | 828 | i | 20.5 | i | 2.3 | -0.7% | . | . | 26.3 | 6.3 | . | . | 17.6 | 3.0 | 30.1

Results in Lipid droplet cells 6.5 µM and Autophagy HCS, for some of the entries so far:
item	canonical_smiles	Lipid droplet cells 6.5 µM	Autophagy HCS
33	COC(=O)c1cc(=O)n(Cc2ccco2)c(=Nc2ccc(F)c(Cl)c2)s1	.	i
27	COc1cc(CN2CCCC(C(=O)c3ccc(C(C)(C)C)cc3)C2)cc(OC)c1O (stereo not drawn)	784	.
